NPC1 promoter act = qHTS Assay for NPC1 Promoter Activators; 320,000 compounds, 2.4% hits; Potency, µM (series often up to 9.22 µM), without a hit: at the highest dose activation, usual class: activators; Huh7 NPC1 promoter luciferase reporter, 24 h; AID 485313, 2010;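 further: % of control where 0% means no effect; nearly all actives have a fitted effect of over 60% in size; reporter is driven by a mutant NPC1 promoter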
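NPC1 promoter–luciferase Huh7 cells; 24 h compound; luminescence.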
RORg inh = qHTS for inhibitors of ROR gamma transcriptional activity; Nuclear receptor ROR-gamma (Mus musculus), P51450; Drosophila S2 Gal4-RORgamma UAS-luciferase reporter, 20 h; Potency, µM (doses to about 53.6 µM), for inactives: at the highest dose activity change, negative = inhibition, usual class: inhibitors; 310,000 compounds, 5.4% hits; AID 2551, 2010; further: on the % scale 0 is the no-effect control and ±100 the full control effect; nearly all actives have a fitted effect of over 60% in size
Target sequence (P51450 whole entry, looked up, the tested form may be a part): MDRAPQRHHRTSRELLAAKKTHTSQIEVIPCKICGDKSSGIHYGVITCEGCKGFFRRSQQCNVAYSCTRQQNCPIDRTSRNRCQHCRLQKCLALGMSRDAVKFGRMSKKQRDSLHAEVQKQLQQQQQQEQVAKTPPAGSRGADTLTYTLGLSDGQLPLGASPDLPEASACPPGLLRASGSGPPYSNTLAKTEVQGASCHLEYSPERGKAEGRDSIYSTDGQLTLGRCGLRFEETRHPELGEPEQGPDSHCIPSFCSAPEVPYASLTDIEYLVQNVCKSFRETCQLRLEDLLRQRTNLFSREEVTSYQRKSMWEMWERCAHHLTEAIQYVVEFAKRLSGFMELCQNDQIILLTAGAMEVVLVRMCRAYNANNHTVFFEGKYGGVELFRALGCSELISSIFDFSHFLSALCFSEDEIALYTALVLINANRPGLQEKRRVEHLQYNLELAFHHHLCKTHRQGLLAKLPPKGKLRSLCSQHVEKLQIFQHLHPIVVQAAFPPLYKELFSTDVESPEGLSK
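Luminescence from a UAS-regulated Photinus luciferase reporter in stably transfected Drosophila Schneider cells is measured; decreased signal marks ROR gamma inhibition. Fusion expression is induced by 700 uM copper sulfate for 20 hr.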
Rab9 promoter act = qHTS Assay for Rab9 Promoter Activators; Huh7 Rab9 promoter-luciferase reporter, luminescence, 24 h; Potency, µM (top dose mostly 9.22 µM), inactives show at the top dose activation, negative = inhibition, usual class: activators; AID 485297, 2010; 320,000 compounds, 2.8% hits; further: % of control where 0% means no effect; nearly all actives have a fitted effect of over 60% in size
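Using Huh7 cells stably transfected with Rab9 promoter–luciferase, compounds were incubated 24 h at 37 °C, 5% CO2; luciferase luminescence was read 10 min after reagent addition.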
ELG1 genotox = qHTS screen for small molecules that induce genotoxicity in human embryonic kidney (HEK293T) cells expressing luciferase-tagged ELG1. AID 504466, 2011. 330,000 compounds, 1.3% hits. Potency, µM (doses to about 46 µM), for the others: at the top dose activity change, positive = activation, actives largely listed as activators. HEK293T ELG1-luciferase reporter, luminescence, 16 h; further: % of control where 0% means no effect; nearly all actives have a fitted effect of over 60% in size
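HEK293T cells expressing luciferase-tagged ELG1 were exposed to compound or DMSO vehicle for 16 hr at 37 °C and 5% CO2. Luciferase activity was then measured with ONE-Glo after 30 min at room temperature.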
BRCA1 expr up = qHTS Assay to Identify Small Molecule Activators of BRCA1 Expression. AID 624202, 2012. MCF7-BRCA1-FFLuc reporter, luminescence, 48 h; response scale: scaled: vehicle 0%, 10 µM genistein 100%. Potency, µM (top dose mostly 46.1 µM), for inactives: at the highest dose activation, most hits filed as activators. 380,000 compounds, 1.1% hits; further: nearly all actives have a fitted effect of over 80% in size; some results filed as inactive show a strong effect at the top dose
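48 h compound treatment of MCF7-BRCA1-FFLuc cells (phenol-red free MEM, 37 °C), then 15 min with luciferase substrate and luminescence imaging.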
VP16 counter = VP16 counterscreen qHTS for inhibitors of ROR gamma transcriptional activity | Drosophila S2 Gal4-VP16 UAS-luciferase, luminescence, 20 h | Potency, µM (titrated, usually from 53.6 µM), inactives show at the highest dose activity, negative = inhibition, most hits filed as inhibitors | 310,000 compounds, 3.5% hits;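 further: Gal4-VP16 expression switched on by copper sulfate through the metallothionein promoter; on the % scale 0 is the no-effect control and ±100 the full control effect; nearly all actives have a fitted effect of over 50% in size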
uPA surface inh = qHTS for Inhibitors of Cell Surface uPA Generation; cell surface uPA generation assay, qHTS; Potency, µM (doses to about 38.3 µM), for the others: top-dose activity change, negative = inhibition, usual class: inhibitors; 330,000 compounds, 0.31% hits; AID 540303, 2011; active means well fitted inhibition curve with a large enough effect; inconclusive means small, poorly fitted or top-dose-only effect; inactive means no such curve, though single readings can be large or run the other way; tested in mouse RAW 264.7 cells; further: on the % scale 0 is the no-effect control and ±100 the full control effect; nearly all actives have a fitted effect of over 55% in size
MBNL1-CUG inh = qHTS Assay for Inhibitors of MBNL1-poly(CUG) RNA binding | Muscleblind-like protein 1 (Homo sapiens), Q9NR56 | TR-FRET MBNL1-His/biotin-(CUG)12 binding, 665/545 ratio | Potency, µM (titrated, usually from 57.5 µM), for inactives: at the highest dose activity change, negative = inhibition, most hits filed as inhibitors | 280,000 compounds, 0.036% hits | AID 2675, 2010; active means well fitted inhibition curve with a large enough effect in the signal ratio, with a control signal flat, not every such curve was filed as active; inconclusive means small, poorly fitted or top-dose-only effect, or effect the other way, or a change in a side signal; inactive means no such curve, though single readings can be large or run the other way; the % refers to the signal ratio; further: on the % scale 0 is the no-effect control and ±100 the full control effect
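MBNL1-His + Biotin-(CUG)12, cpd titration 92 nM–58 uM; Tb anti-His Ab 0.055 ng/ul, SA-XL665 5 nM (final); 60 min RT; ratiometric 665/545 nm, Ex 340 nm; normalized to buffer and full-complex controls.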
FLuc modulator = qHTS profiling assay for firefly luciferase inhibitor/activator using purifed enzyme and Km concentrations of substrates (counterscreen for miR-21 project); Luciferin 4-monooxygenase (Photinus pyralis), P08659; purified FLuc, Km substrates, luminescence inhibition; Potency, µM (highest dose often 57.5 µM), for inactives: at the highest dose activity change, negative = inhibition, actives largely listed as inhibitors; 360,000 compounds, 6.9% hits;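 further: plate controls were vehicle for no effect and reference inhibitor for full effect; nearly all actives have a fitted effect of over 55% in size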
Target sequence (P08659 whole entry, looked up): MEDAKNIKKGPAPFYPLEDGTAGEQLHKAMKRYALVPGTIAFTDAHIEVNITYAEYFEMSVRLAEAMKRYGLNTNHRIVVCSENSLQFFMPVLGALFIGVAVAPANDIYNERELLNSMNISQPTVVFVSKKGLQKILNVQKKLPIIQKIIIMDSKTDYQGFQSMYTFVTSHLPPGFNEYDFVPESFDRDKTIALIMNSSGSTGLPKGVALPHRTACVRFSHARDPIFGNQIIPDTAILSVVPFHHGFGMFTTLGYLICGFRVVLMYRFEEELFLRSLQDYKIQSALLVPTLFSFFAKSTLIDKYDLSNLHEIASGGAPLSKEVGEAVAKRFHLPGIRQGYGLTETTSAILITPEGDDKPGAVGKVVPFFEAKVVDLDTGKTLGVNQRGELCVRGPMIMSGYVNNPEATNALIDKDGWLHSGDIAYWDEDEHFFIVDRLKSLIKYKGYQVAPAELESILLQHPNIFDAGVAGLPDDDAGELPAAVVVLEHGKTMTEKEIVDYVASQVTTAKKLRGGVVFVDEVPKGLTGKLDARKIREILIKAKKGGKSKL
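Purified P. pyralis luciferase, 10 nM final, with Km-level 10 uM D-luciferin and 10 uM ATP in 50 mM Tris acetate pH 7.5, 10 mM Mg acetate, 0.01% Tween-20, 0.05% BSA; 6-point qHTS titration about 60 µM downward; luminescence read.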
p53 reactivation = qHTS assay for re-activators of p53 using a Luc reporter; H1299 p53-A138V BP100-luciferase reporter, luminescence, 24 h; Potency, µM (titrated, usually from 92.2 µM), without a hit: top-dose activity change, positive = activation, hits mostly activators; 320,000 compounds, 0.063% hits; further: % of control where 0% means no effect; nearly all actives have a fitted effect of over 45% in size
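H1299 (p53-null), stable ts p53-A138V + BP100-Luc; 1000 cells/well, Opti-MEM/10% FBS; cpd 4 pt, 1:5; 24 h, 37 deg C, 5% CO2; detection reagent 10 min RT; luminescence.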
An asterisk follows results filed as active; ? = inconclusive; nt = not tested or not shown; [ ] = another dose, or the depositor's remark. Unless noted, the call rests on the fitted dose curve; in most records, active means well fitted curve in the direction sought with a large enough effect; inconclusive means small, poorly fitted or top-dose-only effect, or another doubt; inactive means no such curve, though single readings can be large; an effect the other way counts as inactive or inconclusive. Potency means the concentration at half of the fitted maximal effect.

Order of results: NPC1 promoter act, RORg inh, Rab9 promoter act, ELG1 genotox, BRCA1 expr up, VP16 counter, uPA surface inh, MBNL1-CUG inh, FLuc modulator, p53 reactivation
1) Cc1ccc(-c2nc3ccccc3c(=O)n2CCN2CCOCC2)cc1
  -1%, 2%, -2%, -2%, 7%, 10%, 0%, -1%, 5%, -10%
2) CSc1cccc(NC(=O)/C=C/c2cccc(Cl)c2)c1
  ?, 31%, 3.2µM*, 18%, 66%, -8%, -2%, -9%, 8.5µM*, ?
3) Cc1cc(Cl)ccc1OCC(=O)NN1C(=O)C2C3C=CC(C3)C2C1=O (stereo not given)
  0%, 32%, 0%, -3%, -1%, -24%, -1%, 2%, -20%, 14%
4) c1cncc(-c2nnc(SCc3nc4ccccc4[nH]3)o2)c1
  -1%, ?, 13%, -4%, -22%, 13%, 4%, 2%, 3%, -15%
5) COc1ccc(C(=O)NNC2CC(=O)N(Cc3ccccc3)C2=O)cc1OC (stereo not given)
  -4%, 2%, -4%, 5%, -16%, -11%, -3%, 1%, 1%, -3%
6) COc1ccc(NC(=O)C2=NNC(=O)CC2)cc1S(=O)(=O)N1CCCCC1
  2%, 13%, -2%, 3%, 11%, -9%, 6%, 12%, -2%, -1%
7) COCCNc1ccc([N+](=O)[O-])cc1C(=O)NC1CCCc2ccccc21 (stereo not given)
  2%, 19%, 3%, -5%, -32%, -9%, -2%, ?, 1%, 3%
8) N#CC1=C(N)Oc2nc[nH]c(=O)c2C1c1cccs1 (stereo not given)
  -3%, 5%, 2%, 2%, 34%, 4%, 3%, 1%, -2%, 2%
9) O=C(CC1CCC1)NC(c1ccccc1)c1ccccc1
  -6%, 25%, -5%, -7%, -1%, -1%[10 µM], 1%, -1%, 0%, -3%
10) Cc1ccc(OCc2n[nH]c(=S)n2N)cc1C
  4%, 7.9µM*, 2%, 16%, 12%, 4%, 4%, 5%, -14%, 6%
11) COc1ccc(N=C(C)C2=C(O)COC2=O)cc1
  -4%, 18%, -1%, -2%, -1%, 5%, -4%, -4%, 2%, 11%
12) CC(=O)Nc1ccc(OCC(O)CN2CCN(S(=O)(=O)c3ccc(NC(C)=O)cc3)CC2)cc1 (stereo not given)
  3%, 36%, -2%, 3%, 0%, -7%, nt, -1%, -2%, -1%
13) CC(=O)c1ccc(OC(=O)CCc2ccccc2)cc1
  -1%, -17%, 4%, 1%, -18%, 5%, 15%, -3%, ?, 11%
14) COC(=O)C1CCN(C(=O)COC(=O)c2cc([N+](=O)[O-])ccc2N2CCOCC2)CC1
  -1%, nt, -1%, 0%, -3%, nt, -3%, nt, 17%, -5%
15) COc1cc(NC(=O)C(c2ccccc2)c2ccccc2)c(C(=O)O)cc1OC
  1%, 28%, -1%, 1%, -9%, 2%, -6%, -14%, -5%, 20%
16) COc1ccc(NC(=O)c2ccc(C(=O)Nc3ccc(OC)cc3OC)cc2)c(OC)c1
  -2%, -3%, -1%, ?, 0%, -7%, -2%, -3%, -3%, -3%
17) CCCN(CCC)c1ccc(/C=N/NC(=O)CN2CCOCC2)cc1
  -1%, -11%, -18%, 1%, -21%, 3%, 1%, 5%, -1%, -3%
18) O=C(Nc1ccc(Oc2cccc(C(F)(F)F)c2)nc1)c1cccs1
  0%, 23%, -22%, -8%, -50%, -3%, -7%, nt, -7%, -3%
19) Cc1nc(-c2cccnc2)sc1C(=O)N/N=C/c1ccccc1Cl
  -1%, 3%, 1%, 2%, 13%, 0%, 1%, -9%, -6%, 1%
20) CC(C)(C)C(=O)Nc1ccc(C(=O)NCc2cccnc2)cc1
  nt, 29%, nt, nt, 36%, 25%, 2%, 3%, ?, nt
21) COc1ccc(NCc2nnc(SCC(=O)c3ccc(C)cc3)o2)cc1
  8%, 16%, -3%, 10%, 6%, 21%, -1%, 1%, ?, 11%
22) Cc1cc(OCc2cc(C(=O)N(C)C3CCOC3)no2)cc(C)c1Cl (stereo not given)
  3.2µM*, 29%, 1.8µM*, ?, 2.8µM*, 3%, -9%, 2%, 6µM*, 11%
23) Cc1nc2ccc(NS(=O)(=O)c3c(C)c(C)cc(C)c3C)cc2s1
  nt, ?, nt, nt, -62%, -21%, -14%, 1%, -1%, nt
24) CN(C(=O)COC(=O)CNC(=O)c1ccccc1Cl)c1ccccc1
  -1%, -3%, -2%, -1%, 11%, 10%, -3%, -4%, -5%, -1%
25) COc1cc(Nc2ccc(S(N)(=O)=O)cc2)c([N+](=O)[O-])nc1[N+](=O)[O-]
  -4%, ?, -2%, 0%, 4%, ?, -6%, ?, 0%, nt
26) CCCCOc1cccc(C(=O)NC(=S)Nc2cccc(C(F)(F)F)c2)c1
  -2%, 4.5µM*, -3%, -1%, -27%, 2.8µM*, -1%, nt, 2%, 8%
27) COC(=O)CN=Cc1c(O)n(-c2ccc(Cl)cn2)c(=O)c2ccccc12
  -2%, ?, 6%, -1%, 4%, 2%, -1%, 22%, -1%, 3%
28) Nc1nc2ccc(S(=O)(=O)c3ccc4nc(N)sc4c3)cc2s1
  -2%, 1%[10 µM], 4%, -3%, -25%, ?, -1%, 9%, 11%, -2%
29) COc1cccc(N2CCN(C(=S)NCc3ccco3)CC2)c1
  -5%, -20%, 5%, -1%, 0%, 8%, -1%, -27%, 5%, -2%
30) COc1ccc(C2=C(Nc3ccc(F)cc3)c3ccccc3C2=O)cc1
  -2%, 0%, -5%, 0%, 0%, -6%, 1%, 0%, ?, 24%
31) COc1ccc(NC(=S)N2CCC(Cc3ccccc3)CC2)cc1
  0%, 8.9µM*, -6%, -9%, 0%, ?, -9%, -3%, ?, 9%
32) Cc1ccc(-n2c(N)c(C(=O)N3CCOCC3)sc2=S)cc1
  3%, -30%, -11%, -2%, 4%, 6%, nt, ?, -2%, -7%
33) COC(=O)CSc1ccsc1C(=O)O
  -5%, 3%, 1%, 0%, 0%, 2%, 2%, nt, -5%, -4%
34) N#C/C(=C\c1c(N2CCCCCC2)nc2ccccn2c1=O)C(=O)NCc1ccco1
  1%, ?, 0%, -7%, -24%, -4%, -2%, nt, 1%, -1%
35) C/C(=N\NC(=O)C1CCCC1)c1ccc(Cl)cc1Cl
  4%, 16%, -5%, 1%, 37%, -12%, 0%, -5%, -2%, 15%
36) CC(CN1CCOCC1)OC(=O)CCc1ccccc1 (stereo not given)
  -4%, 8%, -8%, 1%, 15%, 0%, 3%, 5%, -2%, 8%
37) Cc1cc(C(=O)COC(=O)CC2Sc3ccccc3NC2=O)c(C)n1-c1ccc2c(c1)OCO2 (stereo not given)
  -1%, 32%, -3%, 1%, -13%, -3%, 9%, -5%, ?, 14%
38) Cc1c(C(=O)O)cccc1-c1ccc(/C=N/n2cnnc2)o1
  -10%, 3%, -4%, 7%, 101%, -8%, 0%, ?, -4%, 10%
39) Clc1ccc(-c2csc(-c3ccno3)n2)cc1
  0%, -7%, 2%, 8%, 14%, -11%, -3%, 13%, ?, 8%
40) Cn1c(=O)[nH]c2nnc(-c3ccc(Cl)c(Cl)c3)nc2c1=O
  0.71µM*, -21%, ?, ?, -29%, 8%, -6%, ?, 3.4µM*, 22%
41) Cc1ccc(C(=O)N/C(=C\c2cn(S(=O)(=O)N(C)C)c3ccccc23)C(=O)NCCCN2CCOCC2)cc1
  1%, 0%, -5%, 0%, 1%, 0%, -10%, 17%, 0%, -7%
42) CCC1CCCCN1C(=O)CSc1nnc2nc(C)cc(C)n12 (stereo not given)
  1%, nt, 2%, 1%, -7%, nt, -4%, nt, 2%, 9%
43) Cc1ccc(S(=O)(=O)N2CCOCC2)cc1NC(=O)C1=NN(c2ccccc2)C(=O)CC1
  -3%, 27%, 4%, 0%, -17%, -2%, 2%, -2%, 6%, -11%
44) Cc1cccc(C)c1NC(=O)CN(C)CC(=O)Nc1ccccc1Oc1ccccc1
  -1%, 7%, 0%, -3%, -20%, 11%, -3%, nt, -10%, 0%
45) Cc1ccc(C)c(NC(=S)NNC(=S)Nc2ccc(C(C)C)cc2)c1
  -3%, ?, 1%, -15%, -8%, ?, 2%, -7%, ?, 12%
46) CC(C)=C1C2CCC1C1C(=O)N(c3nc(-c4ccc(C(C)C)cc4)c(C)s3)C(=O)C21 (stereo not given)
  ?, 21%, -28%, -10%, -31%, ?, 4%, 11%, 1%, 7%
47) COc1cc(NC(=O)C2CCCN2S(=O)(=O)c2ccc3c(c2)CCC(=O)N3)cc(OC)c1 (stereo not given)
  -4%, 3%, 2%, 0%, 6%, 4%, 4%, 8%, 0%, -3%
48) Cc1cc(OCC(=O)N(C)c2c(N)n(Cc3ccccc3)c(=O)[nH]c2=O)c(C(C)C)cc1Cl
  1%, nt, -8%, -3%, -2%, nt, -7%, nt, 1%, -9%
49) Cc1ccc2nc(SC(C)C(=O)Nc3cccc([N+](=O)[O-])c3)[nH]c2c1 (stereo not given)
  6%, 7%, -2%, -5%, -49%, ?, 0%, nt, -7%, 4%
50) Cc1cnc2cc([N+](=O)[O-])ccc2n1
  -3%, 36%, 4%, -4%, 9%, 8%, 7%, ?, 1%, -2%

Bioassay records: PubChem BioAssay, National Center for Advancing Translational Sciences (NCATS)
